GPR7 antag: antagonists of human GPR7 (neuropeptides B/W receptor 1); AID 1861; hit rate 1.1% among 290,000; inhibition, % at 4.4 µM; GPR7-expressing cells, fluorescence antagonist assay; in the data active = inhibition above about 16%, passing the limit was not always enough;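 note: cells stimulated with the agonist NPW; 0% = agonist with vehicle and 100% = vehicle without agonist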
Target sequence (P48145 whole entry, looked up): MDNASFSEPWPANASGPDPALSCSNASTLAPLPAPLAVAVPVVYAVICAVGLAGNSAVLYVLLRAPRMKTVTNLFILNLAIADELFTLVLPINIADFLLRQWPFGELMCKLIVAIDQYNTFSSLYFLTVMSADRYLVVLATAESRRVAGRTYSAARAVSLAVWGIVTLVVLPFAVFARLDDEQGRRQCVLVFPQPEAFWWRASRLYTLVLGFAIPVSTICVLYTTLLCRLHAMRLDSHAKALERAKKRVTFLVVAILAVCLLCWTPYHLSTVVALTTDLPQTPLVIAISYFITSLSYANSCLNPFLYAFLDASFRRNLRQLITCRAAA
GalR3 antag: antagonists of human GalR3. O60755. HEK293 GalR3-CNG cAMP membrane potential fluorescence; galR3 body fused to GalR1 C-terminus. inhibition, % at 3 µM. hit rate 0.44% among 360,000;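 active = inhibition above the screen-wide average plus 3 SD, cut at about 13% in these data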;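 note: forskolin and galanin both at EC90 stimulate the cells; cAMP rise reported by CNG channel membrane potential dye signal; 0% = forskolin plus galanin with DMSO and 100% = forskolin alone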
Target sequence (O60755 1-299 limits assumed): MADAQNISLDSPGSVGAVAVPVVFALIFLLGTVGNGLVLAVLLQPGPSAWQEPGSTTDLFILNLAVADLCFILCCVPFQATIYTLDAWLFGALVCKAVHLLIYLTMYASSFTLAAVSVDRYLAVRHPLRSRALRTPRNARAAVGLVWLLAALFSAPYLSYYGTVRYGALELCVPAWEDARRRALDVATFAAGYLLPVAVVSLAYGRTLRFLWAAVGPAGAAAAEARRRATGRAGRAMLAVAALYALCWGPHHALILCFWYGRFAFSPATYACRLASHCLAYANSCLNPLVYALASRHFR
OXTR ag: activates the human oxytocin receptor. P30559. CHO-OTR cells, Fluo-8 calcium fluorescence; normalized: DMSO 0%, oxytocin 100%. activation, % at 3 µM. hit rate 0.32% among 320,000. AID 2435;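 active = activation above the mean of all tested compounds plus 3 SD, cutoff set per screening run, cut at about 20% in these data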;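 note: peak over basal fluorescence ratio from a 100 s FLIPR kinetic read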
VIM-2 inh: blocks Pseudomonas aeruginosa VIM-2 metallo-beta-lactamase; purified VIM-2, nitrocefin hydrolysis, epi-absorbance fluorescence; inhibition, % at 5.6 µM; hit rate 0.89% among 290,000;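 active = inhibition above the mean of all tested compounds plus 3 SD, cutoff set per screening run, cut at about 7.5% in these data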;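 note: red hydrolysis product quenches plate fluorescence so inhibitors raise well fluorescence; 0% = enzyme with DMSO and 100% = DMSO without enzyme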
DNA FID counter: displaces DNA intercalator in HCV helicase counter-screen; DNA fluorescent intercalator displacement, fluorescence; inhibition, % at 7.9 µM; hit rate 0.17% among 290,000; AID 1845; in the data active = inhibition above about 37%;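 note: 0% = vehicle and 100% = reference compound; higher means more ethidium bromide displaced from hairpin DNA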
V1R ag counter: counter-screen for oxytocin receptor agonists: human V1a receptor agonists; hit rate 0.25% among 320,000; CHO-V1R cells, Fluo-8 calcium fluorescence, agonist mode; 0% DMSO, 100% 3 nM vasopressin; activation, % at 3 µM;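 active = activation above the mean activation of all tested compounds plus 3 SD, per screening run, cut at about 20% in these data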;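 note: signal is peak over basal fluorescence ratio across a 100 second FLIPR read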
NS3 helicase inh: inhibitors of Hepatitis C virus NS3 helicase | NS3 helicase DNA unwinding, Cy5 molecular beacon fluorescence | inhibition, % at 10.9 µM | hit rate 0.56% among 290,000 | AID 1800;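 active = inhibition above the mean of all tested compounds plus 3 SD, set per campaign, cut at about 35% in these data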;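 note: 0% = DMSO wells and 100% = thioflavine S control wells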
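Material: hepatitis C virus NS3 helicase domain fragment enzyme; measured by: Cy5 fluorescence, 0 and 60 min reads; control set: DMSO and thioflavine S; incubation: 60 min unwinding reaction at 25 °C after ATP addition; read-out basis: % inhibition from 60/0 min fluorescence ratio, DMSO 0%, thioflavine S 100%; repeats: singlicate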
PHOSPHO1 inh: blocks human PHOSPHO1 phosphatase activity | Q8TCT1 | recombinant PHOSPHO1, absorbance phosphatase assay | inhibition, % at 13.3 µM | hit rate 1.1% among 290,000 | AID 1565; in the data active = inhibition above about 60%
Target sequence (Q8TCT1 whole entry, looked up): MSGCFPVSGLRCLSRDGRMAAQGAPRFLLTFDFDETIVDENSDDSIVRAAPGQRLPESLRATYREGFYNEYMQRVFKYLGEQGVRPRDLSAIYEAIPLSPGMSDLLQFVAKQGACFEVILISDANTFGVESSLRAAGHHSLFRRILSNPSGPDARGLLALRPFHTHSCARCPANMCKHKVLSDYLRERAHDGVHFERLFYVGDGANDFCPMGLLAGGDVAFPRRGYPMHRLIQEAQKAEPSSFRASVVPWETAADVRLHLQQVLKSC
IMP-1 inhibitor: inhibitors of Pseudomonas aeruginosa IMP-1 metallo-beta-lactamase. hit rate 0.45% among 290,000. purified IMP-1, nitrocefin hydrolysis, epi-absorbance fluorescence. inhibition, % at 5.6 µM;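 active = inhibition above the mean plus 3 SD of all compounds in the same screening run, cut at about 4.5% in these data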;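 note: 0% = IMP-1 with DMSO and 100% = DMSO wells lacking enzyme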
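assay system = purified recombinant IMP-1 metallo-beta-lactamase enzyme | schedule = 15 min preincubation plus 25 min reaction at 25 °C | signal = Epi-absorbance fluorescence, 480 nm excitation, 530 nm emission | read-out basis = percent inhibition from optical density relative to buffer-blank wells | controls = IMP-1 with DMSO as 0%, enzyme-free DMSO as 100%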
Numbers without * were called inactive; · = no result given. Rows were taken by chance, and some 4.3% of all compounds hit somewhere here.

SMILES	GPR7 antag	GalR3 antag	OXTR ag	VIM-2 inh	DNA FID counter	V1R ag counter	NS3 helicase inh	PHOSPHO1 inh	IMP-1 inhibitor
COc1cc(CN(C)Cc2cc(=O)oc3cc(C)c(Cl)cc23)ccc1OC(F)F	-1	-10	0.1	-0.4	-26	0.8	-6	12	-2.2
Cc1ccc(C)c(OCC(=O)Nc2cccc(S(=O)(=O)NC3=NCCCCC3)c2)c1	-6	-4	13	-0.8	-38	13	-2	67*	-2.1
COCCNC(=O)c1ccccc1-c1nc(-c2ccccc2Cl)no1	-21	-4	-1.4	-4.8	-5	-0.2	5	25	-4.4
CC(=O)c1ccc(NC(=O)c2ccc3c(Cl)c4c(nc3c2)CCCC4)cc1	-9	-8	0.8	-2.1	-2	1.3	3	3	-1.5
CN(C(=O)C1CCOC1)c1nnc(-c2cccnc2)s1 (stereo unspecified)	1	0	0.5	-3.1	1	1.9	-2	0	-2.7
CCOc1ccc(/C=C2\SC(=S)N(NS(=O)(=O)c3ccc(C)cc3)C2=O)cc1OC	-19	-1	-0.7	-3.6	-30	1.2	26	28	-3.9
Cc1ccnc(NC(=O)Nc2ccc3c(c2)OCO3)c1	-2	-5	0.6	-2.6	-1	1.3	-6	-32	-1.2
CC(C)(C)NC(=O)COC(=O)c1ccc(NC(=O)CC#N)cc1	-23	-3	1.0	-4.3	-35	0.8	3	32	-1.5
Cc1cc(N=NC(=O)c2ccccc2O)c2ccccc2c1O	-7	-3	9.2	-3.4	-6	9.2	-2	70*	-2.4
Cc1ccccc1CSc1nnc(C)c(=O)[nH]1	17*	-2	-0.5	-3.1	3	-0.1	-5	2	3.0
COC(=O)C1C(=O)C2=C(CC1C)Nc1ccccc1NC2c1cccs1 (stereo unspecified)	2	-2	-1.0	-1.3	-4	-0.7	4	-6	-2.1
COC(=O)Cc1ccc(NC(=S)NCCO)cc1	-10	7	0.6	-1.2	-2	0.8	1	32	-2.0

Entries of single compounds as entered above. Order of screens: GPR7 antag | GalR3 antag | OXTR ag | VIM-2 inh | DNA FID counter | V1R ag counter | NS3 helicase inh | PHOSPHO1 inh | IMP-1 inhibitor
CC(=O)c1ccc(NC(=O)c2ccc3c(Cl)c4c(nc3c2)CCCC4)cc1 in the list: -9 | -8 | 0.8 | -2.1 | -2 | 1.3 | 3 | 3 | -1.5
COC(=O)Cc1ccc(NC(=S)NCCO)cc1 in the list: -10 | 7 | 0.6 | -1.2 | -2 | 0.8 | 1 | 32 | -2.0
COc1cc(CN(C)Cc2cc(=O)oc3cc(C)c(Cl)cc23)ccc1OC(F)F in the list: -1 | -10 | 0.1 | -0.4 | -26 | 0.8 | -6 | 12 | -2.2
Cc1ccc(C)c(OCC(=O)Nc2cccc(S(=O)(=O)NC3=NCCCCC3)c2)c1 in the list: -6 | -4 | 13 | -0.8 | -38 | 13 | -2 | 67* | -2.1
COC(=O)C1C(=O)C2=C(CC1C)Nc1ccccc1NC2c1cccs1 (stereo unspecified) in the list: 2 | -2 | -1.0 | -1.3 | -4 | -0.7 | 4 | -6 | -2.1

(next part)
SMILES	GPR7 antag	GalR3 antag	OXTR ag	VIM-2 inh	DNA FID counter	V1R ag counter	NS3 helicase inh	PHOSPHO1 inh	IMP-1 inhibitor
COCCNc1nc(-c2ccccc2)nc2ccccc12	-3	-6	-0.5	-2.6	-3	0.3	2	1	-2.2
CNc1ncc(C(=O)C(C)(C)C)s1	-16	-5	0.4	-1.4	2	1.1	3	-26	-0.7
CCOC(=O)C1C(c2ccccc2)C(C(=O)OCC)C1c1ccccc1 (stereo unspecified)	-16	-6	0.0	-1.0	-1	-0.4	-4	-3	-0.3
CCn1ccc(C(=O)Nc2ccc(S(=O)(=O)Nc3ccccc3OC)cc2)n1	-10	-6	9.3	-3.2	-17	9.2	-7	16	-1.8
CC(C)(C)c1cc(C(=O)Nc2ccccc2)ccn1	-13	-2	-1.6	-4.5	-2	-1.1	-4	-2	-6.0
CC(C)Oc1ccc(CN2CCC(n3nccc3NC(=O)c3cccnc3)CC2)cc1	-6	0	0.5	-0.4	10	-0.3	-39	17	-1.0
CC1CCCN(C(=O)c2ccc3c(=O)n(Cc4ccc5c(c4)OCO5)c(=S)[nH]c3c2)C1 (stereo unspecified)	1	-3	-0.7	-5.7	-5	-0.6	0	24	-3.0
CN(c1ccccc1)c1nc2ccsc2c(=O)s1	-3	-5	-1.8	-1.1	-4	-1.5	1	-17	-7.3
CN(Cc1ccccc1)C1=CC(=[N+]2CCCC2)CC(C)(C)C1	29*	59*	4.3	-0.8	5	1.1	-2	6	-0.1
COc1ccc(-n2c(SCC(=O)Nc3ncc(Cl)cc3Cl)nc3ccccc32)cc1	-21	·	-1.6	-1.1	-24	-1.4	7	2	-0.8
O=C(NCc1ccc(F)cc1)C(c1ccccc1)N(C(=O)c1csnn1)C1CCCC1 (stereo unspecified)	6	-9	3.2	1.6	-38	1.6	-14	24	-2.0
Cc1cc(C)cc(NC(=O)CSc2ccc(-c3ccco3)nn2)c1	-9	0	-2.4	-1.9	-23	-0.3	15	2	-4.2
Cc1cccn2c(=O)c3cc(C(=O)NC4CCCCC4)n(C)c3nc12	-2	-1	-1.3	4.4	-10	0.6	12	45	-1.6
COc1cc([N+](=O)[O-])ccc1NC(=O)NCc1ccccn1	-7	-1	-0.2	-1.1	1	-0.9	2	13	-1.9
COc1cc(C(=O)O)ccc1Cl	1	0	1.3	-2.7	-4	0.6	-1	28	-1.9
O=c1oc2ccccc2c(O)c1/C=N/c1ncccn1	·	-1	0.1	·	·	3.1	·	18	·
Cc1ccc(-n2c(C)c(C)c3c(NCCCO)ncnc32)cc1	-9	-10	·	-1.4	-32	·	-10	10	-1.4
CSc1ccc(CN2CCC(n3nccc3NC(=O)c3ccccc3C)CC2)cc1	2	-7	4.0	-3.1	16	5.3	-20	-16	-4.2
CC(C)(C)c1ccc(C(=O)CS(=O)(=O)c2ccccc2)cc1	-13	-2	0.3	-0.8	-9	0.7	1	14	-0.5
CCCCN(C(=O)CNC(=O)c1ccco1)C(C(=O)NC1CCCC1)c1ccc(OC)cc1 (stereo unspecified)	1	-3	-1.3	-1.6	-23	-0.2	-1	8	-3.7
NC(=O)C1=CN(Cc2ccc(Cl)cc2)CCC1C(F)(F)F (stereo unspecified)	0	1	1.3	-0.6	-6	-0.8	-1	-3	-2.0
CC(Sc1nncn1C)C(=O)Nc1nnc(C(C)C)s1 (stereo unspecified)	-9	·	0.1	-1.4	-3	-0.2	9	16	-2.5
CCOP(=O)(OCC)/C(C#N)=C(\O)c1ccc(OC)cc1	18	0	1.1	-1.6	0	0.8	1	-5	-2.6
O=C1N(Cc2cccc(Cl)c2)C[C@@H]2C[C@@H](c3c[nH]c4ccccc34)N3CCC[C@@]123	1	-1	0.9	-2.8	-7	0.7	-19	-24	-2.6

Look-ups from the results shown.
Under GPR7 antag, CSc1ccc(CN2CCC(n3nccc3NC(=O)c3ccccc3C)CC2)cc1 reads 2
Under V1R ag counter, COc1cc(C(=O)O)ccc1Cl reads 0.6

Next part.
SMILES	GPR7 antag	GalR3 antag	OXTR ag	VIM-2 inh	DNA FID counter	V1R ag counter	NS3 helicase inh	PHOSPHO1 inh	IMP-1 inhibitor
COc1c(C)cccc1C(=O)NCCCNC(=O)c1ccc(C)nc1	-7	-6	0.9	0.5	-15	0.7	2	40	0.5
CCCCn1c(SCC(=O)N2CCOCC2)nc2c1c(=O)n(C)c(=O)n2C	-3	-6	0.7	1.4	-24	0.6	-1	23	-1.2
CCN(CC)C1CCN(C(=O)CCc2nnc(CCc3ccccc3)o2)C1 (stereo unspecified)	-8	-4	0.6	-1.1	0	1.4	4	35	-0.8
CCC(C)Nc1nc(N)c([N+](=O)[O-])c(Nc2ccccc2OC)n1 (stereo unspecified)	-27	-3	-3.5	-0.1	-11	-1.0	-63	-13	-3.9
O=C(N/N=C/c1ccc2nccnc2c1)c1cccc([N+](=O)[O-])c1	-6	4	-0.8	-4.8	-4	-0.1	-1	-16	-2.3
COc1ccc(C)cc1S(=O)(=O)N1CC(C)OC(C)C1 (stereo unspecified)	0	-4	0.0	-1.2	-1	1.5	-1	1	-3.9
Cc1cccc2sc(N(CCN(C)C)C(=O)c3cc(Cl)sc3Cl)nc12	-9	-4	0.8	-0.1	0	0.6	-5	-9	-2.7
O=C(NCc1cccs1)C(=O)NCC1OCCCN1S(=O)(=O)c1ccc(F)cc1 (stereo unspecified)	-5	-1	0.1	-4.1	-9	-0.4	-1	-5	-3.0
COc1cc(C(=O)OC(C)C(=O)Nc2ccc3c(c2)OCO3)ccc1OCc1c(C)noc1C (stereo unspecified)	-1	-6	1.3	-1.9	-12	3.8	-2	32	1.5
N#CC(c1nc2ccccc2nc1OCCO)S(=O)(=O)c1ccccc1 (stereo unspecified)	-19	-3	3.3	-0.2	-18	3.1	2	-29	-1.8

Compound activity deposited in PubChem BioAssay by several laboratories.
